SMARCA2 activ = activators of SMARCA2 function | MG213 cells, MMTV-luciferase reporter, dexamethasone, overnight | activation, % at 9.1 µM | actives 1% (n = 370,000) | AID 652017; in the data active means activation above about 7.8%;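 further: 0% = vehicle wells and 100% = reference activator wells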
GAA850 FXN act = frataxin GAA850 promoter activation; activation, % at 6 µM; HEK293 lucGAA850 FXN promoter luciferase reporter, 24 h; percent of 10 µM SAHA response; AID 540364; actives 0.56% (n = 360,000);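 active means activation above the average of all compounds screened plus 3 SD, cutoff fixed separately per campaign, cut at about 7.5% in these data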;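 further: 0% = DMSO wells and 100% = 10 µM SAHA wells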
PLC-beta3 inh = PLC-beta3 (human) inhibition, primary screen; Q01970; Purified PLC-beta3, fluorogenic substrate, fluorescence; inhibition, % at 12.2 µM; actives 0.18% (n = 370,000); AID 720704; in the data active means inhibition above about 11%;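 further: 0% = median of compound wells on plate and 100% = full blocker control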
Rev-erbA mod = Rev-erb alpha (human) modulation; Rev-erbα–FITC-DNA binding, fluorescence polarization, 90 min; actives 0.79% (n = 370,000); AID 1259318; activity, % at 10 µM;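 active means activity above about 14%, limit read from the data; passing the limit was not always enough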;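 further: 0% = DMSO wells with 35 nM protein and 100% = DMSO wells with 750 nM protein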
hgDAF12 agonist = activates the H. glycines DAF-12 receptor ligand-binding domain | actives 1.8% (n = 370,000) | activation, % at 6.8 µM | HEK293 GAL4-hgDAF12 UAS-luciferase reporter, agonist luminescence; normalized to butyrate control;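 active means activation above a cutoff set at the mean of all screened compounds plus 3 SD, cut at about 10% in these data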;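 further: 0% = DMSO wells and 100% = sodium butyrate wells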
DAX1 inh-1 = blocks DAX1 repression of SF-1 activated StAR promoter. inhibition, % at 6.8 µM. AID 652010. actives 1.1% (n = 370,000). HEK293T StAR-luciferase reporter, SF-1/DAX-1 repression relief;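 active means inhibition above the mean over all tested compounds plus 3 SD, cut at about 3.6% in these data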;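 further: 0% = DAX-1 cells with DMSO and 100% = cells lacking DAX-1 with DMSO; higher inhibition means more luminescence from relief of DAX-1 repression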
sPLA2-III inh = Inhibits HGIII-sPLA2 liposome hydrolysis, primary screen; QFRET BODIPY PC-A2 liposome hydrolysis, fluorescence; inhibition, % at 12.2 µM; AID 743126; actives 0.56% (n = 370,000); Q9NZ20;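 active means inhibition above mean plus 3 SD of compounds lying within the high and low control bounds, cut at about 19% in these data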;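 further: 0% = median of test compound wells and 100% = no enzyme DMSO wells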
Target sequence (Q9NZ20 whole entry, looked up): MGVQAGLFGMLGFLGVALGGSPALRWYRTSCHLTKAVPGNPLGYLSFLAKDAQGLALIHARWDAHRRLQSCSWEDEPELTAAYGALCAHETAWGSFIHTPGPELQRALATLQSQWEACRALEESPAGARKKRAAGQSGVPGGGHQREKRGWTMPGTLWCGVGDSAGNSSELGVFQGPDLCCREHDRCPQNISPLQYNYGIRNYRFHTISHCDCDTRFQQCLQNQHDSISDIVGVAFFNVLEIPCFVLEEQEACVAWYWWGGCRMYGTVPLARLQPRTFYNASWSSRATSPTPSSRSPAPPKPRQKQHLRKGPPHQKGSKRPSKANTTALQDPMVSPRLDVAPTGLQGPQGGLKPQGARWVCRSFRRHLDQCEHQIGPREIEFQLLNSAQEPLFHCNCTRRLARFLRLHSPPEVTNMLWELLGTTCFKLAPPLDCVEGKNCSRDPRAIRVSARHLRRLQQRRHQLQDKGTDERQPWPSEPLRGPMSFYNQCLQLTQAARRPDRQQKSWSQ
PG9 binder = PG9 antibody binding by small molecule | TR-FRET gp120-PG9 antibody binding | inhibition, % at 6.7 µM | actives 0.43% (n = 360,000); in the data active means inhibition above about 8.5%
DAX1 inh-2 = NR0B1 (DAX1) inhibition; HEK293 Gal4-DAX1 luciferase reporter, luminescence; inhibition, % at 6.75 µM; actives 0.99% (n = 340,000); AID 504766;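 active means inhibition above the mean over all tested compounds plus 3 SD, cut at about 4.2% in these data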;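 further: 0% = DAX1-transfected cells with DMSO and 100% = empty-vector control cells with DMSO; inhibition shows as a rise in luminescence from relieved DAX1 repression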
Target sequence (P51843 207-470 limits assumed): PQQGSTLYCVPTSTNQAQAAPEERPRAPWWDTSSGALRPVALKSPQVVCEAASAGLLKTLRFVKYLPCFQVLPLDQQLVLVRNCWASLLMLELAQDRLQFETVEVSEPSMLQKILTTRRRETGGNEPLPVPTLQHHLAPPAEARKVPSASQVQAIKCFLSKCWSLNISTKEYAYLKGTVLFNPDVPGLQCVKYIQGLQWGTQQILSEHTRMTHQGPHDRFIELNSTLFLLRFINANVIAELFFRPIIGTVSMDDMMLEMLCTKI
ssDAF12 agonist = S. stercoralis DAF-12 activation, primary screen; actives 1% (n = 370,000); activation, % at 6.8 µM; HEK293 ssDAF-12/GRIP1 lit1-tk-luc reporter, luminescence; % of 3 µM dafachronic acid response; AID 652126;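 active means activation above the mean over all tested compounds plus 3 SD, cut at about 0.9% in these data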;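 further: 0% = DMSO-only wells and 100% = 3 µM delta7-dafachronic acid wells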
hcDAF12 agonist = activators of H. contortus DAF-12 nuclear receptor. HEK293 hcDAF-12 lit1-tk-luc reporter, luminescence; 0% DMSO, 100% Δ7-dafachronic acid. AID 652067. activation, % at 6.8 µM. actives 1.4% (n = 370,000);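 active means activation above the mean of all tested compounds plus 3 SD, cut at about 5.5% in these data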;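 further: 100% = response to 3 µM Δ7-dafachronic acid high control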
An asterisk follows results filed as active; i = inactive; . = not tested or not shown. Rows were taken by chance; any-hit rate near 7%.

mol	sPLA2-III inh	GAA850 FXN act	ssDAF12 agonist	PG9 binder	SMARCA2 activ	hcDAF12 agonist	DAX1 inh-1	PLC-beta3 inh	Rev-erbA mod	hgDAF12 agonist	DAX1 inh-2
C[C@@H]1CN([C@@H](C)CO)C(=O)Cc2cc(NS(=O)(=O)c3ccccc3)ccc2O[C@H]1CN(C)S(C)(=O)=O	1	-0.5	-1.4	-1.0	-1	-1.1	-0.3	2	-4	-1.1	0.1
CCOC(=O)/C(C(C)=O)=C1\OC(=O)c2ccccc21	2	-0.2	-1.7	-1.7	1	-1.8	0.0	-4	-7	0.5	-0.7
COc1ccccc1N(CC(=O)Nc1cccnc1)S(C)(=O)=O	8	0.6	-0.2	2.4	-2	-1.4	0.2	-1	2	1.6	1.2
NNC(=O)c1cccn(Cc2cccc(C(F)(F)F)c2)c1=O	1	3.2	-1.2	-0.9	-2	-1.5	-0.5	-9	-4	-2.6	-1.3
COC(=O)c1ccc(CN2C(=O)C(C)N(C(=O)c3c(F)cccc3F)c3ccccc32)cc1 (configuration not stated)	1	-0.6	-2.0	-3.5	-4	-1.2	0.3	2	1	-3.9	-1.9
CCSc1nc2c(c(=O)[nH]1)C(c1ccncc1)C(C(=O)OC(C)C)=C(C)N2 (configuration not stated)	-5	3.5	-0.8	-1.4	-1	-0.1	0.3	-10	3	-1.9	-0.1
O=[N+]([O-])c1ccc(N/N=C/c2ccccc2O)cc1	-7	5.8	-0.8	-0.2	-3	0.2	-0.4	-91	3	3.1	0.9
O=[N+]([O-])c1ccc(Nc2nc(N/N=C/c3cccc(F)c3)nc(N3CCCC3)n2)cc1	-1	-0.9	-1.2	-0.6	-1	0.2	-1.0	2	-2	-0.1	-0.4
Cn1c2ccccc2c2cnn(CC(=O)Nc3ccccc3Br)c(=O)c21	2	3.1	-0.9	-0.1	1	1.0	-0.2	-5	-7	3.9	-0.3
COCCCNC(=S)N1CCCN(c2nc3cc(C)c(C)cc3cc2C#N)CC1	-4	1.9	-2.0	0.5	-2	0.6	-0.3	-96	4	1.3	1.7
COc1ccc(Br)cc1C1N2CC3(C)CN1CC(C)(C2)C3=O (configuration not stated)	3	-1.4	-1.1	1.9	0	-0.6	0.3	2	9	1.2	-1.1
COc1ccc2cc(-c3cn(C(=O)N(c4ccccc4)c4ccccc4)nn3)ccc2c1	-7	.	-0.9	.	.	1.6	.	5	4	1.0	.
Cc1cc(C)cc(NCc2cc(=O)oc3cc(C)c(O)cc23)c1	-21	0.2	-1.5	-1.7	-3	1.6	-0.2	-35	2	-1.2	-0.9
CC1=NN(C(=O)c2cc(C)nn2C)C(O)(C(F)(F)F)C1 (configuration not stated)	-1	-0.4	-0.8	-2.1	-3	1.7	-0.4	1	0	-0.3	-0.3
Cc1nnc(-c2cnn(C)c2N)n1Cc1ccccc1	7	0.2	-0.8	0.2	-7	-1.8	0.1	1	-2	-1.6	1.2
O=C(COC(=O)COc1ccc(Cl)cc1Cl)NC1CCCC1	6	-0.8	-0.8	-0.1	-1	1.8	-1.1	-9	2	-1.5	1.1
Cn1c(SCC(=O)Nc2nncs2)nnc1C1CC1	0	1.9	-1.1	-0.9	-1	-0.7	-0.3	-5	-8	-1.5	0.9
Cc1cc(C)cc(C(=O)NCC(=O)OCC(=O)N2CCCCC2)c1	2	1.0	-1.3	-1.3	-4	-1.1	-0.2	5	-2	-0.7	3.3
CCCCn1nnnc1C(c1cc2ccccc2o1)N1CCN(c2ncccc2C#N)CC1 (configuration not stated)	-14	.	-1.6	-1.2	-3	-2.7	-1.2	-13	-2	0.3	.
CCC(=O)Nc1cccc(-c2ccc(N3CCCCC3)nn2)c1	3	-0.1	0.5	-2.5	6	5.9*	15*	-21	3	14*	-0.5
COC(=O)c1ccc2c(=O)[nH]c(COC(=O)c3[nH]c(C)c(C(C)=O)c3C)nc2c1	-6	-1.0	-1.0	-1.3	0	0.7	-1.0	-11	0	3.7	0.6
OCCC1CN(Cc2cccn2-c2cccnc2)CCN1Cc1ccccc1 (configuration not stated)	-4	0.2	-0.2	-1.5	3	2.8	-0.6	0	1	0.3	0.1
CCCn1nc2cc(C(=O)NCc3ccccc3OC)ccc2c1OCC	0	0.0	-1.3	-3.4	0	-2.3	-0.3	-364	0	-1.4	1.5
CCc1ccc(NC(=O)c2cc(-c3cccs3)on2)cc1	0	1.8	-0.1	3.1	2	-1.1	0.7	0	4	8.3	1.6
O=C(NCCCN1CCCC1=O)c1cc(NS(=O)(=O)c2ccc(F)cc2)cc(NS(=O)(=O)c2ccc(F)cc2)c1	-3	1.3	-1.1	-1.9	-2	-1.8	-0.2	-1	-2	5.6	0.6
O[C@H](COc1cccc(Cl)c1)CN1CCC(C(O)(c2ccccc2)c2ccccc2)CC1	-15	.	-1.0	.	0	-2.9	-0.3	3	5	6.2	.
Cc1ccccc1-c1cccc2c3c([nH]c12)[C@@H]1C[C@H]2[C@@H](C(=O)N1CC3)[C@H](C)ON2C	-20	.	-0.3	-0.9	-1	-0.3	0.1	-284	9	1.6	.
O=C(COc1ncnc2ccccc12)N1CCN(c2ccccc2)CC1	3	-0.1	-1.9	0.4	0	0.7	-0.2	1	-3	-1.6	0.7
Cc1[nH]nc(C(F)(F)F)c1CCC(=O)NC1CCCCCC1	2	0.4	-1.6	-0.6	-3	2.8	0.2	-5	6	-1.1	0.9
COc1ccc(OCCCC(=O)OCC(=O)N2CCN(S(=O)(=O)c3ccc(C)cc3C)CC2)cc1	-3	-1.3	-0.8	-1.6	-3	0.4	-0.9	-7	11	4.9	-0.2
O=C(CSC1=NC(=O)C(c2ccccc2)C(=O)N1)Nc1cccc(Cl)c1 (configuration not stated)	2	1.9	-1.0	1.3	0	-0.5	-0.1	4	-3	-0.3	0.5
CN1C(=O)S/C(=C/c2cccn2-c2cccc(C(=O)O)c2)C1=O	-3	3.3	-0.7	-3.9	-2	0.0	-0.8	-3	-7	1.2	-0.5
CCN1CCN(S(=O)(=O)c2ccc3[nH]c(=O)oc3c2)CC1	-1	-1.8	-0.8	1.0	-2	0.1	0.4	4	-2	1.6	-0.5
CCc1ccccc1-c1cc(C(=O)OC)c2n(c1=O)CCC2	-5	.	-1.5	.	0	-0.3	-0.1	2	4	-2.8	.
CCNC(=O)C1CCCN(C(=O)c2ccccc2)CC1 (configuration not stated)	1	0.4	-1.5	-0.2	0	1.8	0.3	1	-4	-0.4	.
N#Cc1nc(COc2cccc(Cl)c2)oc1NCc1ccco1	-24	4.2	-1.1	-0.8	5	1.4	0.4	1	-1	3.5	1.5
COCc1cc(C)nc2sc(C(=O)Nc3cccc(OC)c3)c(N)c12	-8	7.7*	0.2	0.4	6	5.5	1.1	i	2	10*	4.9*
Cc1ccc(-c2csc3nc(CSc4nnc(-c5ccc(Cl)cc5)n4C)[nH]c(=O)c23)cc1	4	3.8	-1.2	-1.4	-3	-3.0	-0.2	2	1	-2.1	-1.0
Cc1nn(C)c(C(=O)Nc2ccc(Cl)c([N+](=O)[O-])c2)c1Cl	2	1.5	-1.2	1.4	-1	-0.6	0.2	-3	-2	0.0	0.7
O=C(O)/C=C/c1cn(-c2ccccc2)nc1-c1ccc(-c2ccc([N+](=O)[O-])cc2)o1	0	0.9	-0.9	0.0	2	-1.5	-0.3	-10	-2	-1.5	-0.2
CCN(CC)c1ccc(CNc2nc3ccccc3n2CCN2CCCCC2)cc1	11	-5.4	-2.4	-2.3	-4	-1.5	-0.7	-6	-1	0.2	0.3
O=C(NCCc1c[nH]c2ccccc12)c1ccc2c(c1)ncn2C1CCCCC1	-54	.	-0.7	.	2	-0.8	-0.6	0	-2	2.4	.
CCO/C=C/C(=O)N(C)CCC#N	2	-0.8	-1.1	-1.8	1	-1.2	1.5	-50	0	0.1	1.5
CCCCn1nc(C(=O)Nc2c(C)n(C)n(-c3ccccc3)c2=O)c2ccccc2c1=O	4	0.7	-0.9	-1.7	-4	0.7	-0.6	-1	-1	-0.9	-0.2
CC(C)c1ccc(NC(=O)C2CC(=O)N=C(N)S2)cc1 (configuration not stated)	3	-0.1	-1.0	2.6	-3	-1.2	-0.8	-1	0	1.8	1.1
CCOc1ccc(S(=O)(=O)N2CCN(c3ccccc3OC)CC2)c2cccnc12	-3	0.9	-0.8	-1.2	-3	-1.2	-0.3	-3	1	-1.9	-1.6
CC1(C)CC(=O)C2=C(C1)Nc1cc(C(=O)c3ccccc3)ccc1NC2c1ccccn1 (configuration not stated)	-2	1.3	0.1	-2.0	0	-0.2	-0.7	-30	-3	-0.7	-1.3
CCOC(=O)CN(C(=O)CNC(=O)c1ccco1)C(C(=O)NC1CCCCC1)c1cccnc1 (configuration not stated)	0	0.0	-1.0	-2.3	0	-0.2	0.0	-1	2	-0.8	0.2
S=c1nc[nH]c2c1cnn2-c1ccccc1	7	3.8	-1.2	17*	2	-0.1	0.2	-2	11	6.5	0.2
CC(CNC(=O)CN1C(=O)NC2(CCOc3ccccc32)C1=O)c1ccccc1 (configuration not stated)	0	-1.7	-0.5	-0.7	-1	-0.2	-2.8	-5	11	3.3	0.4
Cc1ccc(N=C2NC(=O)/C(=C/c3cccs3)S2)cc1C	-19	3.9	-1.6	-0.3	3	-0.7	-0.9	-9	2	-0.9	-0.1
COc1ccc(C(=O)COC(=O)CN2C(=O)C3CC=CCC3C2=O)c(OC)c1 (configuration not stated)	7	0.9	-0.5	0.2	-1	-1.1	1.0	-6	-2	-0.1	0.2
CN(C)C(=O)C1=NOC2(C1)C(=O)Nc1ccccc12 (configuration not stated)	2	.	-0.4	0.5	-1	-0.6	-0.3	1	-4	2.8	.
CCOC(=O)c1c(-c2ccc(OC)cc2)csc1NC(=O)CCN1CCOCC1	-4	1.2	-2.2	-0.4	2	-0.8	-1.4	-16	0	-0.2	-1.3
CC(C)c1cc(C(=O)N2CCCC(Nc3ccc(F)c(F)c3)C2)nc(N)n1 (configuration not stated)	2	3.9	-0.8	0.5	-1	-1.7	-0.1	-13	-1	1.1	0.9
CS(=O)(=O)N(CC(=O)NCC1CCCO1)c1cc(Cl)ccc1Cl (configuration not stated)	6	3.8	-0.3	0.2	0	-2.0	0.4	-1	-1	-2.0	0.8
CCOc1ccc(C2C=C(c3ccc(F)cc3)Nc3ncnn32)cc1 (configuration not stated)	-23	4.6	-0.5	-2.5	2	2.5	0.7	-183	-3	4.1	0.1

Assay outcomes from PubChem.
